Pf Dd2 growth = qHTS Primary assay for Inhibitors of Plasmodium falciparum Dd2 growth in vitro; Potency, µM (series often up to 28.9 µM), for the others: at the highest dose activity, negative = inhibition, actives largely listed as inhibitors; P. falciparum Dd2 growth, SYBR Green, 72 h; 120,000 tested, 4.3% active; AID 1347417, 2020; active = well fitted inhibition curve with a large enough effect; inconclusive = small, poorly fitted or top-dose-only effect; inactive = no such curve, though single readings can be large or run the other way;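 also: plate controls were DMSO vehicle for no effect and reference drug for full effect; nearly all actives have a fitted effect of over 65% in size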
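Infected erythrocytes (Dd2, 0.3% parasitemia, 2.5% hematocrit final) are added to compound in RPMI-1640/Albumax II medium, grown 72 h at 37C in low oxygen, then lysed with saponin/Triton-X containing SYBR Green and read by fluorescence.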
* hit, by the source's call; i = inactive; ? = inconclusive; [ ] = remark or other dose. Potency is read from the fitted curve at half-maximal effect.

SMILES | Pf Dd2 growth
Cc1nn(C)c(C)c1CCNC(=O)CCC[C@H]1NC[C@@H]2C[C@H]1CN(Cc1ccccc1)C2 | ?
CCCNC(=O)NC1CCc2nn(CC3CC3)c(=O)n2CC1 (stereo not drawn) | 51.7%[activator]
COC[C@@H]1CN(S(=O)(=O)C(C)C)C[C@H]1c1ccncc1 | -0.3%
Cc1ccc(NC(=O)C2CCN(c3cc(C)nc4c(-c5ccc(Cl)cc5)c(C)nn34)CC2)c(C)c1 | 45.9%
Cc1cccc2sc(NC(=O)c3cccn(Cc4ccccc4)c3=O)nc12 | i
CC(C)c1ccc([S+](=O)([O-])c2nnn3c2nc(NCc2ccncc2)c2ccccc23)cc1 | -13.6%
CC(c1cccs1)N(C)S(C)(=O)=O (stereo not drawn) | -7.9%[44.1 µM]
Cc1ccc(N2CC(NC(=O)c3cccs3)CC2=O)cc1 (stereo not drawn) | 20.0%
O=C(NC1CCCN(c2cc(-c3ccc(F)cc3)[nH]n2)C1)c1ccccc1Cl (stereo not drawn) | -5.5%
Cc1ccccc1CN1C(=O)c2ccccc2Sc2ccc(C(=O)N3CCCC3)cc21 | -17.3%
Cc1nc(CN2C(=O)OC3(CCN(C(=O)Cc4ccc5c(c4)OCO5)CC3)C2(C)c2ccccc2)cs1 (stereo not drawn) | ?
Cc1cc(C(=O)N2C[C@@H](COCC3CC3)[C@H](c3ccccn3)C2)c(C)o1 | -23.0%
C/C(=C\c1ccccc1)CN1CCC2(Cc3ccccc3CNC2=O)C1 (stereo not drawn) | ?
Cc1noc(C)c1-c1cc2cc(CN(C)C)oc2c(NCc2ccccc2)n1 | -22.7%[44.1 µM]
O=[S+]([O-])(c1ccccc1)N1CCn2c(nnc2C2CCCNC2)C1 (stereo not drawn) | -15.2%
COc1ccccc1CCC(=O)N(C)C1CCc2nn(CC3CC3)c(=O)n2CC1 (stereo not drawn) | -7.5%
CC(C)c1ccc(-c2noc(SCC(=O)N3CCN(c4ccccc4F)CC3)n2)cc1 | ?
N#Cc1cccc(CN2C[C@H](O)C[C@H]2c2nc(Cc3ccccc3)no2)c1 | -12.8%[44.1 µM]
Cc1ccc(C)c(N2CCN(C(=O)CCCCCn3c(=O)[nH]c4ccccc4c3=O)CC2)c1 | i
COc1cccc(-c2nc3c(C#N)c[nH]n3c2NC2CCCCC2)c1OC | -17.1%
CCOc1ccc(C(=O)Nc2cc(-c3cn4cccnc4n3)ccc2C)cc1OCC | -24.6%
CCOC(=O)C1(Cc2ccc(OC)cc2)CCN(C(=O)c2cccc(Cl)c2)CC1 | i
COc1cccc(C(=O)N2C[C@@H](F)C[C@H]2C(=O)N2CCOCC2)c1 | i
CN1c2cc(C(=O)N3CCN(c4ccccc4)CC3)ccc2C(=O)N2CCCCC21 (stereo not drawn) | ?
O=C(NC1CCCN(c2cc(-c3ccc(Cl)cc3)[nH]n2)C1)c1ccoc1 (stereo not drawn) | -1.9%
CC(C)(Oc1nn(Cc2cccc(Cl)c2)c2ccccc12)C(=O)NC1CCOCC1 | -20.5%[44.1 µM]
CC1CCN(S(=O)(=O)c2ccc3nc(Nc4ccc(C#N)cc4)ccc3c2)CC1 | ?
CC(=O)c1c(C)nn(CCC(=O)NCc2noc(-c3ccccc3)n2)c1C | -1.5%
COc1ccc(CNC[C@H]2COCc3nc4cccnc4n32)cc1 | i
COc1ccc(-c2nc(C(C)C)nc3c2CCN(C(=O)c2ccc(Cl)nc2)CC3)cc1 | ?
O=C(N[C@H]1CCN2C(=O)N(c3ccc(F)c(Cl)c3)C(=O)[C@@H]2C1)c1ccncc1 | -23.8%[44.1 µM]
CN(C)c1nc(-c2ccncc2)nc2c1CCN(C(=O)c1ccn[nH]1)C2 | ?
COc1cccc(NC(=O)CSc2nc(=O)[nH]c3c2CCCC3)c1 | ?
CC(=O)N1CCOc2cc(S(=O)(=O)NCc3ccc(F)cc3)c(C)cc21 | 12.7%
CNC(=O)[C@@H](C1CC1)N1CCC[C@H]1C(=O)N1CCOCC1 | -3.6%[44.1 µM]
COCc1cc(C[C@H]2CNCC[C@H]2CC(=O)NCc2cccs2)no1 | -1.6%[44.1 µM]
COc1cccc(-c2nc(SCC(=O)NC3CCCC3)c(-c3ccc(C)cc3)[nH]2)c1 | ?
CCCNC(=O)C1CCc2sc(C(=O)N(C)C)cc2C1 (stereo not drawn) | 11.9%
COc1cccc(CC(=O)NCC(=O)N2CCCCCCNC(=O)CC2c2ccccc2)c1 (stereo not drawn) | -29.4%
O=C(CC1CCc2ccccc21)N1CCCN(c2ncccn2)CC1 (stereo not drawn) | 16.8%
Cc1cccc(CC(=O)N2CCC(Cc3nc(-c4ccccc4)no3)CC2)c1 | i
COc1ccc([C@H]2C[C@@H](O)[C@@H](O)[C@@H]2NC(=O)c2ccccc2OC)cc1 | i
CCCN(CCC)CCNC(=O)Cn1ncc2c([nH]c3ccc(C)cc32)c1=O | 5.1%
CC(=O)Nc1ccc(CN2CCN(c3cc(Cl)ncn3)C(=O)C2)cc1 | ?
O=C(NCc1ccccc1)c1ccc(CSc2nc3cccnc3n2Cc2cccc(F)c2)cc1 | ?
CC(C)C(=O)NCCc1noc(Cc2ccccc2)n1 | 88.3%[activator]
Cc1noc([C@@H]2CN(C(=O)c3ocnc3C)C[C@H]2COCC2CC2)n1 | i
CC(C)COc1cc(=O)n2c(c1C(=O)N1CCOCC1)CCCCC2 | 37.8%[activator]

The final 2 records of the part above come first, to join the parts.
SMILES | Pf Dd2 growth
Cc1noc([C@@H]2CN(C(=O)c3ocnc3C)C[C@H]2COCC2CC2)n1 | i
CC(C)COc1cc(=O)n2c(c1C(=O)N1CCOCC1)CCCCC2 | 37.8%[activator]
COc1cccc(CNC(=O)C2CCC(CNS(=O)(=O)c3ccc(Br)s3)CC2)c1 (stereo not drawn) | 9.3%
Nc1nc(CCCNC(=O)C2NCCc3[nH]cnc32)cs1 (stereo not drawn) | -17.0%
CN1c2cc(C(=O)NCc3ccc(OC(F)(F)F)cc3)ccc2C(=O)N2CCCCC21 (stereo not drawn) | ?
O=C(c1ccc([N+](=O)[O-])cc1)N1c2ncnn2C2(CCCCC2)[C@@H]2CCCC[C@@H]21 | -10.4%
Cn1cnc(S(=O)(=O)N2CCc3nnc(C4CC4)n3CC2)c1 | -5.0%
CCCC1=Nc2cc(C(=O)NC3CCCC3)ccc2Sc2ccc(C)cc21 | ?
CCOC(=O)c1noc2ncnc(N3CCC(C)CC3)c12 | 59.1%[activator]
COc1cccc(NC(=O)[C@@H]2C[C@@H](c3cccc(C(F)(F)F)c3)N(Cc3cnn(C)c3)C2)c1 | ?
Cc1nc(C)c(C(=O)N2CCCC(n3c(C)cnc3C3CCC3)C2)s1 (stereo not drawn) | -2.3%
Cc1nc2ncnn2c(C)c1CCC(=O)N1CCCC(Nc2ccccc2)C1 (stereo not drawn) | 6.3%
CCc1noc(-c2cccn3c(CNC(=O)c4cccc(OC)c4)nnc23)n1 | i
Cc1ccc(CN[C@@H]2CO[C@H](CNC(=O)N3CCOCC3)[C@H]2O)cc1 | -9.9%[44.1 µM]
O=C1NCCCCCCN(C(=O)c2ccncc2)[C@H]2CCC[C@@H]12 | 7.9%
Cc1ccccc1S(=O)(=O)N1CCC(n2cnnc2C(C)C)CC1 | -11.1%
COCC[C@]1(O)CCN(C(=O)CCCc2cccs2)C[C@H]1C | -12.7%
O=C(NCCc1ccncc1)C1CN(C(=O)C2CCCC2)CC12CCOCC2 (stereo not drawn) | 6.8%
O=C(CSc1n[nH]c(-c2ccccc2Cl)n1)NCCc1ccccc1 | 17.8%
CCc1cccc(NC(=O)c2cc3n(n2)CC(c2ccc(Cl)cc2)OC3)c1 (stereo not drawn) | 21.4%
Cn1cnc(C(=O)N2CCC(N3C(=O)C4(CCCC4)C3c3ccccc3)CC2)c1 (stereo not drawn) | -12.8%
O=C(c1ccc(Cl)cc1)N1CC2(CCN(Cc3c[nH]c4ccccc34)CC2)Cc2ccccc21 | 2.51µM*
CCN1c2cc(C(=O)NCc3cc(OC)ccc3OC)ccc2C(=O)N2CCCCC21 (stereo not drawn) | -4.1%
Cc1ccc(OCCSc2nc3ccc(NC(=O)COc4ccc(F)cc4)cc3s2)cc1 | 19.4%
Cc1ccc(-c2noc([C@@H]3CCCN3C(=O)c3ccc(Cl)cc3)n2)cc1 | 15.8%
O=C(c1ccco1)N1CCC(c2nc(C3CCOCC3)no2)CC1 | i

5 compounds drawn at random from those above:
SMILES | Pf Dd2 growth
COc1ccc(-c2nc(C(C)C)nc3c2CCN(C(=O)c2ccc(Cl)nc2)CC3)cc1 | ?
CN(C)c1nc(-c2ccncc2)nc2c1CCN(C(=O)c1ccn[nH]1)C2 | ?
CC(C)COc1cc(=O)n2c(c1C(=O)N1CCOCC1)CCCCC2 | 37.8%[activator]
COc1cccc(C(=O)N2C[C@@H](F)C[C@H]2C(=O)N2CCOCC2)c1 | i
CCc1cccc(NC(=O)c2cc3n(n2)CC(c2ccc(Cl)cc2)OC3)c1 (stereo not drawn) | 21.4%

More results:
SMILES | Pf Dd2 growth
COc1ccc(CC(=O)N2CCC3(CC2)CN(C(=O)c2ccc(Cl)cc2)CCO3)cc1 | -7.5%
COc1ccc(C2Cn3nnc(-c4noc(-c5cccc(F)c5)n4)c3CO2)cc1 (stereo not drawn) | -11.8%
Cc1nc([C@@H]2CN(C(=O)CCc3nc4ccccc4[nH]3)C[C@H]2C(N)=O)n[nH]1 | 16.9%
Cn1cccc1CN1CCC2(C1)C(=O)N(c1ccccc1)c1ccccc12 (stereo not drawn) | ?
Cn1ncnc1CCNC(=O)c1cn(CCC2CCCCN2)nn1 (stereo not drawn) | -4.3%
COCCNC(=O)CCc1c(C)nc2c(-c3ccc(F)cc3)c(C)nn2c1C | 5.5%
CCOC(=O)c1cc(-c2ccc(F)cc2)n(CCC(=O)NCCc2ccc(C)cc2)c1C | ?
COc1cc2nc(SCc3ccc(Cl)cc3)n3nc(CCn4nc(C)cc4C)nc3c2cc1OC | -4.7%
Cc1cccc(-c2nc3c(c(SCc4ccccc4Cl)n2)Cc2c(CO)cnc(C)c2O3)c1 | 1.4%
Cc1ccc(N2CCN(C(=O)c3noc4c3COc3ccc(C)cc3-4)CC2)c(C)c1 | 31.1%[activator]
Cc1ccc(-c2cc(N3CCCN(C(=O)c4nn(C)c5ccccc45)CC3)n[nH]2)cc1C | ?
COc1ccc(-c2nn3c(-c4ccc(C)cc4)nnc3c3ccccc23)cc1 | 5.6%
COc1ccc(OC)c(S(=O)(=O)N2CCOCCNC(=O)[C@H]3CCCC[C@H]32)c1 | 0.4%
Cc1noc(C2CC3(CCN(C(=O)C4CCC4)CC3)CN2C)n1 (stereo not drawn) | ?
COc1ccc(C(=O)N2CCC(N3CCCCCC3=O)CC2)cc1 | -0.3%[44.1 µM]
CN1CCC(N[C@@H]2CO[C@H](CNC(=O)N3CCOCC3)[C@H]2O)CC1 | -3.1%[44.1 µM]
CCOc1ccc(CN2C(=O)C(=O)c3cccc(C)c32)cc1OC | -19.6%
COc1ccc(S(=O)(=O)NCC2CCCN(C(=O)c3cccnc3C)C2)cc1 (stereo not drawn) | 0.3%
COc1ccc(C(=O)N[C@H]2CO[C@H]3[C@@H]2OC[C@H]3OC(=O)Nc2ccccc2)cc1 | -19.1%[44.1 µM]
COc1cc([C@@H]2c3cc4c(cc3[C@H](O)[C@@H](CO)[C@@H]2C(=O)N2CCCC2)OCO4)cc(OC)c1OC | 3.1%
COc1cccc(-c2nnnn2[C@H]2CO[C@H]3[C@@H]2OC[C@@H]3NS(=O)(=O)c2ccc(NC(C)=O)cc2)c1 | ?
Cc1cccc(C(=O)N2CCC3(CC2)CC(c2ccccc2)C(=O)N3C)c1C (stereo not drawn) | -9.8%
CCOc1cccc(CN2CCCC(CNC(=O)c3cccc(OC)c3OC)C2)c1 (stereo not drawn) | ?
COc1ccc(-c2cn3c(n2)sc2cc(C(=O)Nc4cc(Cl)ccc4C)ccc23)cc1 | -15.6%

3 entries out of the list, arranged by length of the SMILES, largest number first:
SMILES | Pf Dd2 growth
COc1cccc(-c2nnnn2[C@H]2CO[C@H]3[C@@H]2OC[C@@H]3NS(=O)(=O)c2ccc(NC(C)=O)cc2)c1 | ?
CN1CCC(N[C@@H]2CO[C@H](CNC(=O)N3CCOCC3)[C@H]2O)CC1 | -3.1%[44.1 µM]
Cc1noc(C2CC3(CCN(C(=O)C4CCC4)CC3)CN2C)n1 (stereo not drawn) | ?

More entries:
SMILES | Pf Dd2 growth
COc1cc(C(=O)NCCS(=O)(=O)N2CCN(c3ccccc3)CC2)cc(OC)c1OC | 0.6%
Cc1cnc(C2CC2)n1CCNS(=O)(=O)c1ccccc1F | -17.2%
O=C(c1ccccn1)N1CCC(Oc2ccc(-c3noc(-c4ccccc4)n3)cc2)C1 (stereo not drawn) | i[5.79 µM]
CCOc1ccccc1CN1CCC2(CCN(C(=O)Cc3ccc(F)cc3)CC2)Oc2ccccc21 | 8.91µM*
O=C(Nc1cccc(Cl)c1)C1=NO[C@@H]2CN(Cc3cccnc3)C[C@H]12 | -11.9%[44.1 µM]
COc1ccc(/C=C/C(=O)Nc2ccc(Cl)c(Cl)c2)cc1 | 6.3%
COc1ccc2c(c1)c1c(c(=O)n(-c3ccccc3C)c(=O)n1CC(N)=O)n2C | 8.7%
O=C(CCn1cnnn1)N1CCC2(CC1)Nc1ccccc1NC2=O | 5.1%
Fc1ccc(CNc2nc(-c3ccc(Cl)cc3)cc(C(F)(F)F)n2)cc1 | ?
CCn1cc(C(=O)NCc2ccccc2OC)c(=O)c2cc(S(=O)(=O)N3CCCCC3)ccc21 | 10µM*
COCCOC(=O)c1c(-c2ccccc2)c(-c2ccccc2)nn(C)c1=O | -1.1%
CCc1ccc(NC(=O)c2sc3ncnc(N(C)C4CCCCC4)c3c2C)cc1 | -6.6%
CCC1Oc2ccc(NC(=O)COc3ccccc3)cc2CN(Cc2cccc(OC)c2)C1=O (stereo not drawn) | -3.6%
CC(C)n1cnnc1CC1CCN(S(=O)(=O)Cc2ccccc2)C1 (stereo not drawn) | -1.9%

The list is partial, so the mix of outcomes need not match the whole.
